# ZTA DNA inh: counter-screen for EBNA-1 inhibitors: inhibitors of Epstein-Barr virus ZTA. P03206. ZTA-DNA binding, fluorescence polarization. inhibition, % at 11 µM. 0.15% of 320,000 active; in the data active = inhibition above about 33%
# Target sequence (P03206 whole entry, looked up): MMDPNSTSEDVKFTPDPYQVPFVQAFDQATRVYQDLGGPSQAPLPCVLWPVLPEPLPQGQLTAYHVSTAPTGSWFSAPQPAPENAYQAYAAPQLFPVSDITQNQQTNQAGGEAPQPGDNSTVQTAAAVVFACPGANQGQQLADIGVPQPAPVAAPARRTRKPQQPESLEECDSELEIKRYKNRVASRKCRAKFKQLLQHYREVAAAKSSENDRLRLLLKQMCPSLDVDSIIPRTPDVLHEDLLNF
# EBNA-1 inh: blocks EBNA-1 binding to DNA. EBNA-1 DNA binding, fluorescence polarization. inhibition, % at 14.8 µM. 0.34% of 300,000 active. AID 1950; in the data active = inhibition above about 28%
# Efflux pump inh: blocks antifungal efflux pumps in multiplex yeast assay. AID 485275. S. cerevisiae Candida pump triplex, Nile Red efflux. inhibition, % at 10 µM. 0.44% of 330,000 active;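 active = plate passing quality check with inhibition over a set limit, or well fluorescence over plate mean plus 4 SD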;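 note: Nile Red retained in pooled yeast measured as flow cytometry median fluorescence; 0% = buffer negative control and 100% = Enniatin B positive control; higher means more Nile Red kept so more efflux inhibition; some compounds called inactive have numbers as strong as hits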
# TPT1 inhibitor: inhibitors of Candida albicans tRNA 2'-phosphotransferase TPT1; inhibition, % at 5 µM; AID 1962; recombinant caTPT1, FP RNA substrate dephosphorylation; 0.81% of 300,000 active;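 active = inhibition above the mean of all tested compounds plus 3 SD, set per screening campaign, cut at about 24% in these data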;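 note: plate controls were DMSO alone for no effect and ferristatin control at 100 nM for full effect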
# HCV core dimer: HCV core protein dimerization inhibition | inhibition, % at 5 µM | TR-FRET GST/Flag-core106 dimerization, 1536-well | 0.33% of 300,000 active | AID 1899;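 active = inhibition above the mean of all tested compounds plus 3 SD, set per screening campaign, cut at about 45% in these data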
#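 Material: Tagged HCV core106 pair (GST and Flag) | Amount: GST-core106 13.5 nM, Flag-core106 17 nM | Medium: KF-containing HEPES buffer, pH 7.45, DTT, CHAPS, BSA | Reagent: Eu donor and XL665 acceptor anti-tag antibodies | Schedule: 4 h at 22.5 °C | Technique: Time-resolved FRET, ex 340 nm, em 617 and 671 nm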
# CTSL1 counter: cathepsin L1 inhibition, PFM18AAP counter-screen; 0.49% of 300,000 active; recombinant F. hepatica cathepsin L1, Z-Leu-Arg-MCA fluorescence; inhibition, % at 5.96 µM;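 active = inhibition above the mean of all tested compounds plus 3 SD, set per screening campaign, cut at about 17% in these data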;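 note: 0% = plate median of test compound wells and 100% = 1 µM Z-Phe-Ala-diazomethylketone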
# PP5 inh: PP5 (human) phosphatase inhibition; P53041; purified PP5c, OMFP substrate fluorescence; inhibition, % at 6.7 µM; 0.18% of 320,000 active;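 active = inhibition above the campaign's mean inhibition across all tested compounds plus 3 SD, cut at about 9.5% in these data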;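 note: 0% = DMSO only and 100% = 100 µM cantharidin control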
# Target sequence (P53041 whole entry, looked up): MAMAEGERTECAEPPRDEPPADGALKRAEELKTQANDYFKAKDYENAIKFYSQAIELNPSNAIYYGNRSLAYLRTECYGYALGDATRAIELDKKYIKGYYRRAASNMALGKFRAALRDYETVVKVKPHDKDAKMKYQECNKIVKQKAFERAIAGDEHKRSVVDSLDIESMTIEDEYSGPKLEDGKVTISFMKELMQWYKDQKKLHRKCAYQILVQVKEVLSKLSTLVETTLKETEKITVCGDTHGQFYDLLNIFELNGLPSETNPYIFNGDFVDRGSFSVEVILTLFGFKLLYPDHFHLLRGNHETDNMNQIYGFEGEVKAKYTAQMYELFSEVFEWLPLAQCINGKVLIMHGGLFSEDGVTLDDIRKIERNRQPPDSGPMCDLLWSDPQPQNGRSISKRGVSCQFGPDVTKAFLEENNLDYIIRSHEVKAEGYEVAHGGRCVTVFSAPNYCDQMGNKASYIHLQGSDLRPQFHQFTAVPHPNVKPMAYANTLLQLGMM
# PP1 counter: counter-screen for PP5 inhibitors: inhibitors of human PP1-alpha; P62136; purified PP1alpha, OMFP fluorescence; inhibition, % at 6.7 µM; 0.9% of 320,000 active; AID 2235;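 active = inhibition above the mean inhibition of all tested compounds plus 3 SD, computed separately for each screening campaign, cut at about 15% in these data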
# Target sequence (P62136 whole entry, looked up): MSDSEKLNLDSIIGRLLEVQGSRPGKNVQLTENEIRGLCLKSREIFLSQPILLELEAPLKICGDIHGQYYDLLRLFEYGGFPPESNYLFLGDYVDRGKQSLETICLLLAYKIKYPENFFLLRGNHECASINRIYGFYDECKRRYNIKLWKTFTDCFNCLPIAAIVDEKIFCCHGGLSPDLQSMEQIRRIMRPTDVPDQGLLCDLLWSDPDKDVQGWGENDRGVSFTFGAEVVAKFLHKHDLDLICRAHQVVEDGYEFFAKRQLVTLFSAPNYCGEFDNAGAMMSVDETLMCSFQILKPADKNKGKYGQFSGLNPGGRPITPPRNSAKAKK
# PREPL inhibitor: human PREPL enzyme inhibition; recombinant PREPL, fluorescence polarization activity-based probe; Q4J6C6; inhibition, % at 5.96 µM; 0.68% of 320,000 active; in the data active = inhibition above about 43%;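 note: 0% = enzyme with DMSO and 100% = wells lacking enzyme; many of its hits are not listed in these tables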
# * = called active by the depositor; nt = not tested or not shown; + = active, no number. A portion of the library; rates above refer to the full screens.
SMILES,ZTA DNA inh,EBNA-1 inh,Efflux pump inh,TPT1 inhibitor,HCV core dimer,CTSL1 counter,PP5 inh,PP1 counter,PREPL inhibitor
Cc1ccc(NC(=O)C2CCN(S(=O)(=O)c3ccc4c(c3)CCCC(=O)N4)CC2)c(Br)c1,-7,-7,-0.1,-3,-2,6,3.0,-3,21
Cc1cccc(C)c1NCc1nnc(SCC(=O)Nc2nc(-c3ccccc3)cs2)n1-c1ccccc1,-4,15,-0.3,-6,11,6,-0.8,-1,15
CC(/C=C1\SC(=S)N(CCC(=O)Nc2ccccc2O)C1=O)=C\c1ccccc1,4,12,-0.1,18,7,-1,0.6,14,-1
Cc1ccc(NC(=O)CSc2nncc3ccccc23)cc1,4,-3,-0.2,0,-16,7,0.9,-8,0
COc1cc(Cl)c(C)cc1NC(=O)CSc1ccc(NC(C)=O)cc1,-7,-8,0.3,4,-5,-4,3.6,-3,-45
CCCc1ccc2oc(C(=O)N(C)Cc3nccs3)c(C)c2c1,-29,-8,0.0,-1,-11,0,2.8,3,16
CCN(CC(=O)NCc1ccc(F)cc1)Cc1cc(=O)n2ccsc2n1,-8,1,0.2,-1,2,-1,1.2,0,-7
COc1ccc(Cl)cc1NC(=O)COC(=O)C(CC(C)C)N1C(=O)C2CC=CCC2C1=O (stereo not drawn),-22,-3,-0.2,-1,10,39*,3.3,3,-12
Cc1ccc(-c2nc(NC(=O)CSc3ncn[nH]3)ns2)cc1,5,5,-0.1,0,1,-1,0.7,-4,0
CCOC(=O)C1CCN(C(=O)CN(c2cc(OC)ccc2OC)S(=O)(=O)c2ccccc2)CC1,-6,-11,0.2,-6,9,0,4.0,-3,2
COc1ccc(-n2nnnc2SCC(=O)Nc2nc3c(s2)CCCC3)cc1,-15,5,0.0,-2,6,-1,1.7,3,-13
CCS(=O)(=O)N1CCCC(c2nc(-c3cccc(OC)c3)no2)C1 (stereo not drawn),5,8,0.1,3,4,-1,0.4,-2,1
COc1ccc(C(NC(=O)c2cc(OC)ccc2OC)c2ccccc2)cc1 (stereo not drawn),7,-2,0.2,2,-4,1,0.9,3,6
Cc1cccc(C(=O)N2CCCC(N3CCN(c4ccc(F)cc4)CC3)C2)n1 (stereo not drawn),-16,-3,-0.2,-4,-13,1,1.0,-1,26
CC(C)(C)c1csc(Sc2ccc([N+](=O)[O-])cn2)n1,1,-6,0.1,2,5,-2,-1.4,-4,2
COCCNC(=O)C(c1ccc(Cl)cc1)N(CCOC)C(=O)CCC(=O)Nc1ccccn1 (stereo not drawn),7,-3,-0.2,-2,1,-2,1.1,2,3
O=C(NCC1CCCO1)c1cc(-c2ccco2)nc2ccccc12 (stereo not drawn),-6,-3,0.3,-60,21,-3,-1.7,14,5
O=C(COc1ccccc1)Nc1cccc2nsnc12,-15,-2,-0.1,-1,-2,-2,3.3,3,4
Nc1cc(-c2cccc([N+](=O)[O-])c2)[nH]n1,-9,2,0.0,-4,10,0,-0.9,-1,10
O=C(CCc1ccccc1Cl)Nc1cccc(S(=O)(=O)N2CCCC2)c1,11,4,0.0,0,2,1,-0.3,0,11
CCN(CC)NC(=S)Nc1ccccc1,10,1,-6.5,-4,-3,1,-0.1,-1,20
Nc1cc(N)nc(SCc2cc(=O)oc3cc4c(cc23)CCC4)n1,5,13,0.1,-3,22,1,3.5,2,10
Cc1nc(C)n(CCNS(=O)(=O)c2ccccc2)n1,9,2,0.1,-4,3,-2,0.4,0,-4
Cc1c(Cl)cccc1NC(=O)Nc1cccnc1,29,10,0.1,1,4,3,-1.9,-2,12
O=C(Nc1cccc(NC(=O)c2ccccc2Cl)c1)c1cccs1,4,-8,-0.1,-2,-5,0,1.7,-4,-10
Cc1ccc(N(CC(=O)NC2CCCCC2)C(=O)CCCC(=O)Nc2ccccn2)cc1,-7,-3,0.1,-3,0,-1,0.6,3,11
O=C(O)c1ccc(Nc2ncnc3ccccc23)cc1,-6,0,0.3,-1,0,-1,2.9,-1,-7
CN(C)CC(C)(C)CNS(=O)(=O)c1ccc(Cl)s1,3,-19,0.0,1,-3,0,3.0,-1,-13
O=C1ON=C(c2ccccc2[N+](=O)[O-])/C1=C/c1cccc([N+](=O)[O-])c1O,-4,nt,0.1,nt,nt,nt,2.9,-2,1
COc1ccc(C(CC(=O)O)NC(=O)COc2cc(C)ccc2C)cc1OC (stereo not drawn),-9,-25,0.3,1,2,-5,2.1,1,11
Cc1ccc(NC(=O)CSc2nnc(NC(=O)C(C)C)s2)c(C)c1,6,15,0.1,-2,5,0,0.4,0,1
COc1cccc(/C=N/NC(=O)CCc2ccccc2)c1,16,15,-0.1,0,0,-2,2.2,-8,9
COc1ccccc1Nc1nccc(N(C)C)c1C#N,5,-4,0.2,2,2,0,1.7,-1,7
O=C(c1ccc2c3c(cccc13)CC2)C1CCCN(Cc2ccncc2)C1 (stereo not drawn),2,9,0.0,-2,6,5,1.2,1,2
C=CCNC(=O)N1CCC(n2nccc2NC(=O)CCc2ccccc2)CC1,-2,-9,0.2,0,-3,-1,0.4,-1,-3
Nc1cc(=O)[nH]c(=O)n1-c1cccc(F)c1,-6,8,-0.1,-4,-12,-1,1.2,-3,6
COc1ccc(CCNC(=O)CC(NC(=O)c2ccccc2Cl)c2ccccc2)cc1 (stereo not drawn),2,-2,0.6,3,6,0,0.7,12,-4
CCN(C(=O)c1cc(S(=O)(=O)N2CCCC2)ccc1C)C1CCS(=O)(=O)C1 (stereo not drawn),-10,nt,0.1,nt,nt,nt,2.0,-3,5
COc1ccc(NC(=O)NNC(=O)COc2ccc(Cl)cc2C)cc1OC,1,7,-0.2,0,9,-4,-0.7,-4,21
CSc1ccc(S(=O)(=O)N2c3ccccc3CC2C)cc1 (stereo not drawn),-4,-4,-0.1,0,2,-1,2.3,-4,-5
Cc1cc(C)cc(NS(=O)(=O)c2ccc(NC(=S)NC(=O)c3ccc(Br)o3)cc2)c1,-2,-2,0.5,9,-18,1,5.5,4,1
C/C(=N\NC(=O)COc1ccccc1F)c1cc2ccccc2o1,-7,8,0.3,0,2,7,0.3,0,-1
Cc1cc(N2CCN(CC(O)C(F)(F)F)CC2)c2ccccc2n1 (stereo not drawn),13,+,0.2,5,6,-3,1.4,-7,4
COC(=O)c1ccc(N(CC(=O)NC2CCCC2)C(=O)c2ccc(C)s2)cc1,-32,-1,-0.1,0,-10,-4,2.3,3,3
CCCC1CCC(c2ccc(C(N)=O)cc2)CC1 (stereo not drawn),0,-4,0.2,2,-2,-1,4.3,-5,1
COc1cc(C(=O)NCC(=O)N/N=C/c2cccs2)cc(OC)c1OC,-5,2,0.1,0,10,-4,3.5,-6,0
O=C(COC(=O)c1cncc(Br)c1)NC1CCCCCC1,-20,-3,-0.1,-4,0,3,-2.2,3,15
O=C(COc1ccc(Br)cc1Cl)NC(=S)N1CCc2ccccc21,-15,9,0.1,-4,7,0,2.0,-3,6
CC(=O)Nc1cccc(OCC(=O)NC(C)C(C)C)c1 (stereo not drawn),-11,4,-0.1,-3,-5,-4,1.9,2,4
CCCCc1cc(=O)oc2cc(O)cc(O)c12,-11,4,-0.3,-6,0,5,0.3,-1,7
# Later entries.
SMILES,ZTA DNA inh,EBNA-1 inh,Efflux pump inh,TPT1 inhibitor,HCV core dimer,CTSL1 counter,PP5 inh,PP1 counter,PREPL inhibitor
O=C1CC(NN2CCCCC2)C(=O)N1c1ccccc1 (stereo not drawn),17,6,-0.1,-4,-1,-2,-0.4,1,-10
COc1ccc(Cn2cnc3c(N)c(C)c(C)cc32)cc1,-3,-10,0.1,-2,-6,-2,1.8,-1,20
O=C(c1ccco1)N1CCN(c2cc(=O)n(-c3ccc(Cl)cc3)c(=O)[nH]2)CC1,-12,12,0.0,-2,1,-1,-0.1,2,6
CC1=NOC(=O)/C1=C/c1ccc(O)cc1,-13,-3,0.1,-4,1,-2,1.9,0,1
O=C(Cn1ccc(C(F)(F)F)n1)N/N=C/c1cccs1,8,12,0.1,-7,-6,2,-2.8,-2,0
CC(C)C(NC(=O)c1ccccc1)c1nnc(SCC(=O)NC2CCCC2)n1C (stereo not drawn),-7,-3,-0.5,-3,-10,3,2.1,-4,11
NS(=O)(=O)c1ccc(NC(=O)COC(=O)CCc2nc3ccccc3c(=O)[nH]2)cc1,7,nt,0.0,nt,nt,nt,-0.5,-1,-6
CCOc1ccc(CN(C)C(=O)CN2C(=O)NC3(CCCc4ccccc43)C2=O)cc1 (stereo not drawn),-1,nt,0.5,nt,nt,nt,2.1,-1,11
Cc1ccc([N+](=O)[O-])c(C(=O)N/N=C/c2cccnc2)c1,-1,0,0.0,-1,-1,3,0.1,-4,18
CCOc1ccc(S(=O)(=O)Nc2ccc(F)cc2)c(C)c1C,2,-7,0.1,4,2,5,0.7,4,-12

# By substructure: the compounds so far with an NH in an aromatic ring.
SMILES,ZTA DNA inh,EBNA-1 inh,Efflux pump inh,TPT1 inhibitor,HCV core dimer,CTSL1 counter,PP5 inh,PP1 counter,PREPL inhibitor
Cc1ccc(-c2nc(NC(=O)CSc3ncn[nH]3)ns2)cc1,5,5,-0.1,0,1,-1,0.7,-4,0
Nc1cc(-c2cccc([N+](=O)[O-])c2)[nH]n1,-9,2,0.0,-4,10,0,-0.9,-1,10
Nc1cc(=O)[nH]c(=O)n1-c1cccc(F)c1,-6,8,-0.1,-4,-12,-1,1.2,-3,6
O=C(c1ccco1)N1CCN(c2cc(=O)n(-c3ccc(Cl)cc3)c(=O)[nH]2)CC1,-12,12,0.0,-2,1,-1,-0.1,2,6
NS(=O)(=O)c1ccc(NC(=O)COC(=O)CCc2nc3ccccc3c(=O)[nH]2)cc1,7,nt,0.0,nt,nt,nt,-0.5,-1,-6

# Further structures follow:
SMILES,ZTA DNA inh,EBNA-1 inh,Efflux pump inh,TPT1 inhibitor,HCV core dimer,CTSL1 counter,PP5 inh,PP1 counter,PREPL inhibitor
O=C(Nc1nnc(SCc2ccccn2)s1)C1CC(=O)N(c2ccccc2)C1 (stereo not drawn),0,-7,-0.1,1,6,0,0.6,0,-1
O=C1CC(c2cccc(Cl)c2)Cc2nc(N3CCOCC3)ncc21 (stereo not drawn),-22,-6,-0.1,-2,1,-1,1.6,1,12
C=C1CCC[C@]2(C)C[C@H]3OC(=O)C(CNC(C)CCCC(C)C)[C@H]3CC12 (stereo partly drawn),5,-12,0.2,0,-5,-5,0.6,2,-4
Oc1cccc(C(=S)N2CCN(Cc3ccccc3)CC2)c1,-1,4,-0.1,-10,-1,1,-1.4,-7,-2
Cc1cc(C)nc(-n2ncc3c2CC(c2ccccc2C)CC3=O)n1 (stereo not drawn),-6,10,0.2,3,10,-3,0.9,0,-4
COc1cc(/C=C/C(=O)N2CCCN(C(=O)/C=C/c3cc(OC)c(OC)c(OC)c3)CC2)cc(OC)c1OC,-23,4,-0.1,-3,-13,1,2.5,2,-5
O=C(O)c1cc(N/N=C/C=C/c2ccccc2[N+](=O)[O-])ccc1Cl,8,12,-0.1,-2,-5,3,-4.0,-2,5
CCOC(=O)CSc1nc2ccc(N3CCOCC3)cc2c(=O)n1Cc1ccc2c(c1)OCO2,5,3,-0.1,-2,8,2,1.3,1,52*
CCN(C(=O)COC(=O)c1cnc(C)cn1)c1c(N)n(Cc2ccccc2)c(=O)[nH]c1=O,1,nt,-0.1,nt,nt,nt,1.6,-3,3
COc1ccc(C(=O)C2CCCCC2=O)cc1 (stereo not drawn),-15,-12,-0.2,-5,-5,0,1.6,-1,13
CCNC(=O)N1c2ccc(OCC)cc2C(C)=CC1(C)C,-11,1,0.0,-22,-8,-3,0.0,-5,-2
Cc1cc(=O)n2nc(N3CCC(C(=O)NCc4ccc(Cl)cc4)CC3)sc2n1,0,8,0.1,0,16,-2,1.9,0,22
O=C(Cc1nnc(NC(=O)Nc2ccc(F)cc2)s1)Nc1ccccc1,9,-1,0.0,4,0,0,4.5,-2,-14
